From PubChem
AmpC inh det: inhibitors of E. coli AmpC beta-lactamase with detergent. Potency, µM (titrated, usually from 28.7 µM), for inactives: at the highest dose activity change, negative = inhibition. purified AmpC, nitrocefin hydrolysis with detergent. actives 0.09% (n = 71,000). AID 584. P00811; active means well fitted curve in the direction sought with a large enough effect
Target sequence (P00811 whole entry, looked up): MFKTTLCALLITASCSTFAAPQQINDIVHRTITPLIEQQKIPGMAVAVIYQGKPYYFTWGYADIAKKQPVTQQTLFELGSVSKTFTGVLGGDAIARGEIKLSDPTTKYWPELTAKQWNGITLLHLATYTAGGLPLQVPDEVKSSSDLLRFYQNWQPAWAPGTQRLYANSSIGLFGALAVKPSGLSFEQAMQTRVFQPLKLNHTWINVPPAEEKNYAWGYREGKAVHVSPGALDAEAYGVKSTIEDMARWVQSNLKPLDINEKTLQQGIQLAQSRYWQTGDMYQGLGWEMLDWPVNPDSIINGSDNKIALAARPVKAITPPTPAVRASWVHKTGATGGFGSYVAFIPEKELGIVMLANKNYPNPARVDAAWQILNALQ
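E. coli AmpC (5.3 nM) in 20 mM phosphate pH 7.0 with 0.01% Triton X-100, preincubated 15 min RT with compound; nitrocefin (2 uL of 800 uM stock) hydrolysis followed by 480 nm absorbance every 20 s over 4 min.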
An asterisk follows results filed as active; & = joins results of further samples; [ ] = dose if it differs, or a comment. On the % scale 0 is the no-effect control and ±100 the full control effect; potency means the concentration at half of the fitted maximal effect.

SMILES	AmpC inh det
C=C(C)CSc1nc(N)c2c(C)c(C)sc2n1	-4%
CCCCCNC(=O)CCCCn1c(=O)[nH]c2cc(OCC)c(OCC)cc2c1=O	2%
CCCOc1ccc(C2C(C(=O)c3ccco3)=C(O)C(=O)N2CCCn2ccnc2)cc1 (configuration not stated)	-3%
COC(=O)Nc1ccc(S(=O)(=O)N(C)C)cc1	-6%
COc1ccc(Cl)cc1NC(=O)CC(C)=O	2%
CC(C)CN1CC[C@@]2(CCCN(S(=O)(=O)c3ccccc3)C2)C1	-2%
COC(=O)C(CCSC)NC(=O)Cn1ncc2c(=O)oc3ccc(C)cc3c21 (configuration not stated)	5%
O=C(O)CN1C(=O)CN=C(c2ccccn2)c2cc(Cl)ccc21	-5%[5.75 µM]
COC(=O)N1[C@H](Cc2ccccc2)C=C[C@]1(C)C(=O)NCc1ccccn1	13%
Cc1ccccc1NS(=O)(=O)c1ccc(NC(=O)c2ccco2)cc1	0%
COc1cc(NC(=O)CN2C(=O)NC(C)(CCC(C)C)C2=O)cc(OC)c1 (configuration not stated)	11%
CC(=NCc1ccco1)c1c(O)n(Cc2ccccc2)c(=O)[nH]c1=O	0%
CNc1ccnc(-c2ccccc2C)n1	6%
Cc1ccc(-c2csc3ncn(-n4c(C)ccc4C)c(=O)c23)o1	-3%
O=C1CC(N2CCN(Cc3ccccc3)CC2)C(=O)N1c1ccccc1 (configuration not stated)	3%
COc1cccc(-c2cc(C(=O)Nc3cc(C)n(Cc4ccc(Cl)cc4)n3)no2)c1	-4%
CCn1c(SC)nnc1-c1nnc(SC)n1CC	-2%
Cc1sc2c(=O)n3c(nc2c1C(=O)NCCCN1CCOCC1)CCCCC3	15%
CCCCn1c(SCC(=O)Nc2cccc(C)n2)nnc1-c1ccco1	0%
Cc1cccc2cc(C#N)c(N3CCCC3)nc12	-3%
Cc1nc2ncnn2c(C)c1CCC(=O)N1CCN(C(=O)c2ccco2)CC1	-5%
C[C@]1(c2ccccc2)O[C@@H]2C[C@@H]3[C@@H]4CCC5=CC(=O)C=C[C@@]5(C)[C@]4(F)[C@H](O)C[C@]3(C)[C@@]2(C(=O)CO)O1	-5%[5.75 µM]
O=C(CCCOc1ccccc1)Nc1ccc(S(=O)(=O)N2CCOCC2)cc1	-3%
CCN(CC)c1ccc2cc(-c3nc4ccccc4[nH]3)c(=O)oc2c1	-2%
N[C@H](C(=O)O)[C@H](OCc1ccccc1)C(=O)O	-4%

Structural class, the compounds so far containing four or more nitrogen atoms
SMILES	AmpC inh det
COc1cccc(-c2cc(C(=O)Nc3cc(C)n(Cc4ccc(Cl)cc4)n3)no2)c1	-4%
CCn1c(SC)nnc1-c1nnc(SC)n1CC	-2%
Cc1sc2c(=O)n3c(nc2c1C(=O)NCCCN1CCOCC1)CCCCC3	15%
CCCCn1c(SCC(=O)Nc2cccc(C)n2)nnc1-c1ccco1	0%
Cc1nc2ncnn2c(C)c1CCC(=O)N1CCN(C(=O)c2ccco2)CC1	-5%

Other structures follow.
SMILES	AmpC inh det
O=S(=O)(NCCc1csc(-c2cccnc2)n1)c1cccs1	9%
COC(=O)[C@@]1(Cc2ccc(OC)cc2)[C@H]2c3cc(C(=O)N4CCCC4)n(CCc4c[nH]c5ccccc45)c3C[C@H]2CN1C(=O)c1ccccc1	0%
CC1(C)CC(=O)C=C(Nc2ccc3c(c2)OCCO3)C1	7%
CC(C(=O)O)c1ccc(-c2ccccc2)c(F)c1 (configuration not stated)	0%
O=C(Cn1nnc(-c2ccccc2)n1)Nc1ccccc1N1CCOCC1	0%
CC(C)c1nc2ccccc2c2nnc(SCC(=O)NCc3ccco3)n12	-1%
Clc1ccc(Cn2ncc3c(N4CCCCC4)ncnc32)c(Cl)c1	18%
CCOc1ccc(-c2nnc3sc(COc4ccc(C)cc4)nn23)cc1	-3%
CC(=O)Nc1ccc(C(=O)CCl)cc1	9%
CCCCn1nnnc1SCC(=O)Nc1ccc2c(c1)OCO2	12%
COc1cccc(OC)c1C(=O)Nc1ccccc1C(=O)N1CCOCC1	-4%
CC(OC(=O)C(NC(=O)c1ccco1)C(C)C)C(=O)Nc1ncc(Cl)cc1Cl (configuration not stated)	-5%
CN(C)CCCOC(=O)c1ccc(Cl)cc1	9%
OCC(Cl)CCl (configuration not stated)	9%
Cc1cccc(N(C)C(=O)COc2cc(=O)n(C)c3ccccc23)c1	8%
Nc1cc(C(=O)OCC(=O)NCC2CCCO2)ccc1Cl (configuration not stated)	-5%
FC(F)(F)c1cnc(Oc2ccc(-c3nnco3)cc2)c(Cl)c1	-3%
COc1ccc(Cl)cc1Nc1cc(C)nc2nc(C)nn12	-8%
COc1ccc(CNc2ncnc3ccc(-c4ccc(N(C)C)cc4)cc23)c(OC)c1	8%
COc1ccc(S(=O)(=O)NCc2ccccc2Cl)cc1OC	10%
O=C(Cc1cccs1)Nc1ccc(-c2nnn(CC(=O)N3CCOCC3)n2)cc1	1%
CSc1ccc(C(=S)N2CCN(C)CC2)cc1	-4%
Cc1ncc(CC(=O)n2cc(C(=O)c3cc(Cl)ccc3O)cn2)s1	3%
COc1cccc(-n2c(Cc3cc(=O)[nH]c(=O)[nH]3)nnc2SCC(=O)N2CCC(C)CC2)c1	-1%
Cc1nn(-c2ccccc2)c(C)c1P(=O)(c1ccccc1)N(C)C (configuration not stated)	-3%

(cont.)
SMILES	AmpC inh det
Cc1ccc(CN(C(=O)c2c(F)cccc2F)C2CC(C)(C)NC(C)(C)C2)o1	2%
COC(=O)c1ccc(NC(=O)C2C3C=CC(O3)C2C(=O)O)cc1 (configuration not stated)	-1%
Cc1cc(N2C(=O)CCC2=O)n(-c2ccccc2)n1	-1%
CN(C)S(=O)(=O)N1CCN(S(=O)(=O)c2ccccc2)CC1	-4%
O=P(C(c1c[nH]c2ccccc12)N1CCOCC1)(N1CCOCC1)N1CCOCC1 (configuration not stated)	-3%
COc1cccc(Nc2ncc3nc(C)c(=O)n(-c4ccccc4)c3n2)c1	-3%
Cc1cccc(NC(=O)CCCCCN2C(=O)c3ccccc3C2=O)n1	-5%
CCc1ccccc1OCc1nnc(N)s1	-2%
COc1ccccc1-n1c(SCC(=O)N(C)C2CCS(=O)(=O)C2)nc2ccccc2c1=O (configuration not stated)	-4%
Cc1ccc(CC(=O)NCC(C)C)cc1	-4%
CC(C)c1ccccc1OCCCCCNCCO	7%
O=C(C1CCN(c2ccc(N3CCOCC3)nn2)CC1)N1CCN(c2ccc(F)cc2)CC1	8%
CCOC(=O)c1c(C)oc2c1c(C=NC1CCS(=O)(=O)C1)c(O)c1ccccc12 (configuration not stated)	-2%
CCCn1nnc(NC(=O)c2sc3ccccc3c2Cl)n1	-2%
CCC1(C(=O)OC)NC(c2cccc(F)c2)C2C(=O)N(C)C(=O)C21 (configuration not stated)	13%
COc1ccc(CC(=O)Nc2cc(C)ccn2)cc1	-5%
CC1(C)CC(=O)C2=C(C1)Oc1ncn3nc(-c4cccnc4)nc3c1C2c1ccccc1 (configuration not stated)	2%
CCS(=O)(=O)N1CCC(C(=O)NCCc2ccccc2)CC1	-4%
O=C(NCCN1CCCC1)C1CC(=O)N(C2CCCCC2)C1 (configuration not stated)	0%
CCOC(=O)C1CCN(C(=O)c2cc3cc4cc(OC)ccc4nc3o2)CC1	-3%
CCOC(=O)N1CCN(C(=O)c2ccc(Cl)c(S(=O)(=O)Nc3ccccc3)c2)CC1	-3%
CCCc1nnc(SCC(=O)N2CCCC(C)C2)n1CCCOC (configuration not stated)	9%
N[C@H](C(=O)O)c1cccc(O)c1	-1%&-2%
CCC(Cl)CC(Cl)C(Cl)C(Cl)C(Cl)C(C)Cl (configuration not stated)	13%
COc1ccc(-c2cc3ccc(OCc4nn[nH]n4)cc3oc2=O)cc1	-2%

More results:
SMILES	AmpC inh det
COc1cccc(CNC(=O)CCS(=O)(=O)c2cccc3nsnc23)c1	-2%
O=C(COn1nnc2ccccc21)NCC1CCCCC1	14%
O=C(CN1C(=O)C2C3C=CC(C3)C2C1=O)Nc1ccc2nccnc2c1 (configuration not stated)	13%
NC(=O)c1cccc([N+](=O)[O-])c1	8%
O=c1c(-c2cccs2)nc2cncnc2n1Cc1ccc(F)cc1	1%
CCOC(=O)NC(Nc1nnc(SCC)s1)(C(F)(F)F)C(F)(F)F	-2%
CC1CCN(c2nncc3ccccc23)CC1	-2%
CCCS(=O)(=O)n1nc(-c2ccc(OC)cc2OC)cc1N	3%
CCN(CC)S(=O)(=O)c1cc(C(=O)Oc2ccccc2OC)ccc1OC	5%
CCOC(=O)c1ccc(NC(=O)CSc2n[nH]c(-c3ccncc3)n2)cc1	-2%
COc1ccc(NC(=O)C2C(=O)NC3(C)CC2c2ccccc2O3)cc1 (configuration not stated)	-4%
O=C(CCCc1nc2ccccc2s1)N1CCN(S(=O)(=O)c2cccs2)CC1	-3%
COCC(C)NC(=O)c1cc(-c2cccc(OC)c2)on1 (configuration not stated)	2%
COc1cc(C2C(=O)N(C3CCCC3)CC(=O)N2Cc2ccco2)ccc1OC(C)C (configuration not stated)	-1%
COc1ccc(NC2CCN(C3CC(=O)N(c4ccc(F)c(Cl)c4)C3=O)CC2)cc1 (configuration not stated)	-3%
CCOC(=O)c1c(NC(=O)c2ccc(Br)o2)sc(C)c1CC	6%
O=C(NCCCN1CCOCC1)c1c(F)cccc1F	-3%
Cc1cc(OCC(=O)NCCN2CCOCC2)ccc1Br	-8%
O=S(=O)(Nc1nc2ccccc2nc1NCc1ccco1)c1ccccc1	-5%
C[C@@](Cc1ccc(O)c(O)c1)(NN)C(=O)O	-2%
CCOC(=O)C1C(=O)CC(C)(O)C(C(=O)OCC)C1c1ccc(C)s1 (configuration not stated)	5%
CS(=O)(=O)N(CCc1ccccc1)CC(=O)N1CCN(c2ccccc2)CC1	-3%
Cc1ccc(O)c(-c2cc(C(=O)NCc3ccncc3)[nH]n2)c1	9%
COc1cc(OC)c(C(=O)Nc2ccc(N(C)C)cc2)cc1OC	-3%
CSc1ccc(Cl)c(C(=O)OCC(=O)N2CC(C)OC(C)C2)c1 (configuration not stated)	-1%

Brought forward from above: six entries, followed by the next part.
SMILES	AmpC inh det
C[C@@](Cc1ccc(O)c(O)c1)(NN)C(=O)O	-2%
CCOC(=O)C1C(=O)CC(C)(O)C(C(=O)OCC)C1c1ccc(C)s1 (configuration not stated)	5%
CS(=O)(=O)N(CCc1ccccc1)CC(=O)N1CCN(c2ccccc2)CC1	-3%
Cc1ccc(O)c(-c2cc(C(=O)NCc3ccncc3)[nH]n2)c1	9%
COc1cc(OC)c(C(=O)Nc2ccc(N(C)C)cc2)cc1OC	-3%
CSc1ccc(Cl)c(C(=O)OCC(=O)N2CC(C)OC(C)C2)c1 (configuration not stated)	-1%
CCn1c(C)nc2cc(-c3nc4n(n3)Cc3ccccc3-4)ccc21	-3%
C/C(N)=C(/C#N)C(=O)CSc1nnc(Nc2c(C)cccc2C)s1	12%
Cc1nc2c(ccc3nc(NC(=O)c4ccc(S(=O)(=O)N(C)C)cc4)sc32)s1	-3%
CC(=O)c1sc(NC(=O)C=C(C)C)nc1C	-5%
O=C(CCC(=O)OCC(F)(F)C(F)F)NCc1ccccc1	3%
CCCCOC(=O)CSc1nnc(-c2cc(OC)c(OC)c(OC)c2)o1	9%
O=C(CSc1nnc(-c2ccccn2)n1-c1ccccc1)Nc1ccc2c(c1)OCO2	-5%
CCCOC(=O)c1ccc(NS(=O)(=O)c2cccs2)cc1	0%
COc1cc(-c2noc(CCC(=O)Nc3cccnc3)n2)cc(OC)c1OC	2%
O=C(CC1SC(N2CCCCC2)=NC1=O)Nc1cccc(C(=O)O)c1 (configuration not stated)	2%
CCC(=O)N1c2ccc(S(=O)(=O)CCC(=O)N3CCC4(CC3)OCCO4)cc2CC1C (configuration not stated)	-3%
CCN(Cc1cc2cc(OC)ccc2[nH]c1=O)C(=O)Cc1ccc(OC)cc1	-1%
O=C(CCN1C(=O)C2C3C=CC(C3)C2C1=O)N1CCN(c2ccccc2F)CC1 (configuration not stated)	-3%
c1cncc(CNc2ccnc(-c3cccnc3)n2)c1	-9%
C[N+](C)(C)CCOC(N)=O	24%[12.8 µM]
COC(=O)N1C2(C=CC1(C)C(=O)NCc1ccc(N(C)C)cc1)CCCCC2 (configuration not stated)	14%
CCOc1cccc2cc(C(=O)N3CCN(C/C=C/c4ccccc4)CC3)c(=O)oc12	-3%
CCCCNC(NCCCC)=C(S(=O)(=O)CC)S(=O)(=O)CC	-1%
CC(C)c1nc(N2CCN(C(=O)c3ccco3)CC2)c2c3c(sc2n1)CCCC3	-2%
CC12CCC(=O)N1c1ccccc1C(=O)N2c1ccccc1 (configuration not stated)	0%
N#CN=C1SCCS1	-2%
NC(N)=NC(N)=Nc1ccc(C(=O)O)cc1	-5%[5.75 µM]
Cc1oc(-c2ccc3c(c2)OCCO3)cc1C(=O)O	-1%
CCC/C=C(\CCC)C(NC(=O)c1ccccc1)c1ccc(C(=O)OC)cc1 (configuration not stated)	-3%
Cn1c(=O)oc2cc(S(=O)(=O)NCCCN3CCCC3=O)ccc21	6%

The listing continues:
SMILES	AmpC inh det
CCOC(=O)Cn1nc(-c2ccc(Cl)cc2)cc1N	-2%
CN(C)c1ccc(-c2ccncc2)cc1	7%
Cc1cc(NC(=O)CSc2nnc(-c3ccco3)n2Cc2ccco2)no1	7%
CCOc1ccccc1N(CC(=O)Nc1ccccc1C(=O)NCc1ccco1)S(C)(=O)=O	-5%
Cc1cnc(CNc2nc(-c3ccccc3Cl)nc3ccccc23)cn1	-2%
O=C(CCc1ccccc1)NC1CCSC1=O (configuration not stated)	12%

3 entries already listed, sorted by number of heavy atoms, low to high:
SMILES	AmpC inh det
O=C(CCc1ccccc1)NC1CCSC1=O (configuration not stated)	12%
CCOC(=O)Cn1nc(-c2ccc(Cl)cc2)cc1N	-2%
Cc1cc(NC(=O)CSc2nnc(-c3ccco3)n2Cc2ccco2)no1	7%

An excerpt. The share of hits here may be higher or lower than overall.
